UBC9 SUMO inh – SUMOylation inhibition | inhibition, % at 35 µM | 290,000 tested, 0.36% active | AID 2006 | HTRF SUMOylation assay, SAE1/SAE2 + UBC9, in vitro | P63279; in the data active = inhibition above about 50%, passing the limit was not always enough; note: strong numbers were not always called active
IDE cell inh – inhibits human insulin-degrading enzyme in HEK cells; FAbetaB cleavage, fluorescence polarization; inhibition, % at 5.59 µM; P14735; 320,000 tested, 0.41% active;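 active = percent inhibition above the average of all tested compounds plus 3 SD, set per screening campaign, cut at about 16% in these data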;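 note: IDE supplied by intact live HEK cells; FP after avidin binding of uncleaved biotin substrate so inhibition keeps polarization high; 0% = DMSO wells and 100% = 60 µM reference IDE inhibitor Ii1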
Target sequence (P14735 whole entry, looked up): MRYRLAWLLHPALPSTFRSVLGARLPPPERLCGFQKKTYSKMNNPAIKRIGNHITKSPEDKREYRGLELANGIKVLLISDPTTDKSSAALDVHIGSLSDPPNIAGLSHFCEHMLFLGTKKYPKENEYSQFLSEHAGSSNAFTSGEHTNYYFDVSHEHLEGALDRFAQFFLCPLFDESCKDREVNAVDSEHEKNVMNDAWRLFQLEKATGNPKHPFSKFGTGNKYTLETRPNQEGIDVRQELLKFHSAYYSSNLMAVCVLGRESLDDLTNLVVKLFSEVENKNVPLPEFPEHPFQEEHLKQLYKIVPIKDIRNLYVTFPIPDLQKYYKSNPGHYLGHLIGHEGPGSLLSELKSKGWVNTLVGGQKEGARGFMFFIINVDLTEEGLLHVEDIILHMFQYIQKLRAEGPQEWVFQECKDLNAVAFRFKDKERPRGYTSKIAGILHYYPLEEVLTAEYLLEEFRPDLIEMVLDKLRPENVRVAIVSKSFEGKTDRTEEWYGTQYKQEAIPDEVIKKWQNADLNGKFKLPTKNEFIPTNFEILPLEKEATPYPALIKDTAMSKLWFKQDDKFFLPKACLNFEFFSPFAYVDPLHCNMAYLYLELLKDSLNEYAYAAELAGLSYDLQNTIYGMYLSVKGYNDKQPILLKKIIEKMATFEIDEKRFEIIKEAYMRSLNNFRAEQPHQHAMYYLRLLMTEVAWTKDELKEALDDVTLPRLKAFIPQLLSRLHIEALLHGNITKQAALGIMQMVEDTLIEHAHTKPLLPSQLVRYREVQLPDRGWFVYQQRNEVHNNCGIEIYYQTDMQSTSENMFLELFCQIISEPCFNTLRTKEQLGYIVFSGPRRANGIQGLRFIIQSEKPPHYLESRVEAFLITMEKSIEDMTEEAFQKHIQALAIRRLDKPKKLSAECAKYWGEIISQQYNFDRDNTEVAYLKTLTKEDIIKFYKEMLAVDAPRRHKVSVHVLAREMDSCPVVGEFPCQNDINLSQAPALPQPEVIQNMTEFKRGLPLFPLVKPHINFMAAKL
VIM-2 inhibitor – inhibitors of Pseudomonas aeruginosa VIM-2 metallo-beta-lactamase; purified VIM-2, nitrocefin hydrolysis, epi-absorbance fluorescence; inhibition, % at 5.6 µM; 290,000 tested, 0.89% active; AID 1527;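 active = inhibition above the mean of all tested compounds plus 3 SD, cutoff set per screening run, cut at about 7.5% in these data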;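 note: red hydrolysis product quenches plate fluorescence so inhibitors raise well fluorescence; 0% = enzyme with DMSO and 100% = DMSO without enzyme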
M18AAP inhibitor – PfM18AAP enzyme inhibition; recombinant PfM18AAP, H-Glu-NHMec fluorogenic cleavage; inhibition, % at 7.35 µM; 290,000 tested, 1.2% active; AID 1822;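 active = inhibition above the campaign mean inhibition over all tested compounds plus 3 SD, cut at about 28% in these data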;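 note: 0% = plate median of test compound wells and 100% = 2 mM ZnCl2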
IMP-1 inh – inhibitors of Pseudomonas aeruginosa IMP-1 metallo-beta-lactamase; purified IMP-1, nitrocefin hydrolysis, epi-absorbance fluorescence; inhibition, % at 5.6 µM; 290,000 tested, 0.45% active; AID 1556;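 active = inhibition above the mean plus 3 SD of all compounds in the same screening run, cut at about 4.5% in these data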;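 note: 0% = IMP-1 with DMSO and 100% = DMSO wells lacking enzyme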
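assay system = purified recombinant IMP-1 metallo-beta-lactamase enzyme | schedule = 15 min preincubation plus 25 min reaction at 25 °C | signal = Epi-absorbance fluorescence, 480 nm excitation, 530 nm emission | read-out basis = percent inhibition from optical density relative to buffer-blank wells | controls = IMP-1 with DMSO as 0%, enzyme-free DMSO as 100%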
IDE act – activators of human insulin-degrading enzyme in cells; 340,000 tested, 0.073% active; HEK cells, FAbeta-B cleavage, fluorescence polarization; 0% vehicle, 100% cell-free pure enzyme wells; activation, % at 5.96 µM; P14735;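 active = activation above the mean of all tested compounds plus 3 SD, set per screening campaign, cut at about 17% in these data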
NS3 helicase inh – blocks Hepatitis C virus NS3 helicase unwinding. inhibition, % at 10.9 µM. NS3 helicase DNA unwinding, Cy5 molecular beacon fluorescence. 290,000 tested, 0.56% active;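 active = inhibition above the mean of all tested compounds plus 3 SD, set per campaign, cut at about 35% in these data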;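 note: 0% = DMSO wells and 100% = thioflavine S control wells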
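assay system = NS3 helicase fragment of HCV | buffer or medium = MOPS pH 6.5, MgCl2, DTT, Tween20, BSA | timing = 60 min unwinding reaction at 25 °C after ATP addition | signal = Cy5 beacon fluorescence read at start and 1 h | read-out basis = % inhibition of unwinding | control set = low DMSO, high thioflavine S at 110 µM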
FID counter – fluorescent intercalator displacement, NS3 helicase counter-screen; DNA fluorescent intercalator displacement, fluorescence; inhibition, % at 7.9 µM; 290,000 tested, 0.17% active; AID 1845; in the data active = inhibition above about 37%;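 note: 0% = vehicle and 100% = reference compound; higher means more ethidium bromide displaced from hairpin DNA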
pCIP destab – lowers stability of the mouse p/CIP coactivator protein | Q05BA5 | F442A p/CIP-EGFP cells, EGFP fluorescence, 16 h | decrease of EGFP signal, % at 10 µM | 290,000 tested, 0.01% active;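 active = EGFP signal decrease of at least 30% at 10 µM or well 3 SD below plate mean, unless failing retest; inactive = the rest, including hits failing retest or dose response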; note: some compounds called inactive have numbers as strong as hits; many of its hits are not listed in these tables
Numbers without * were called inactive; nt = not tested or not shown.

item | Structure | UBC9 SUMO inh | IDE cell inh | VIM-2 inhibitor | M18AAP inhibitor | IMP-1 inh
1 | O=C(CN1C(=O)NC2(CCCCCCC2)C1=O)N1CCOCC1 | 11 | 2 | -1.6 | -1 | -1.8
2 | COc1cc(CN2CCN(C(=O)CC(C)C)CC2)cc(OC)c1OC | -6 | 5 | -0.1 | 20 | -2.2
3 | COc1cc(OC)cc(C(=O)Nc2ccc(S(=O)(=O)Nc3ccccn3)cc2)c1 | 4 | 0 | -3.5 | 6 | -4.0
4 | C/C(=N\NC(=O)c1nnn(-c2nonc2N)c1C)c1ccc(-c2ccccc2)cc1 | -7 | 1 | 2.3 | 8 | 2.1
5 | COc1ccc(C(C(=O)NCC2CCCO2)N(Cc2ccco2)C(=O)c2snc(C(N)=O)c2N)cc1OC (stereo unspecified) | 8 | 2 | -2.7 | -3 | -2.7
6 | CCOC(=O)NC1CCS(=O)(=O)C1 (stereo unspecified) | -28 | -1 | -4.8 | 6 | -3.4
7 | O=C(Nc1nc2ccccc2[nH]1)c1ccccc1 | 17 | -3 | -5.8 | 4 | -4.0
8 | CN(Cc1ccccc1)CC(O)COc1ccc(CNCc2ccc(Cl)s2)cc1 (stereo unspecified) | -2 | 6 | 3.0 | -15 | -3.5
9 | CCOC(=O)N1CCN(C(=O)CNC(=O)C23CC4CC(CC(C4)C2)C3)CC1 | -5 | 6 | 0.0 | 2 | 2.3
10 | COc1cc(/C=N/NC(=O)c2c(C)nc3ccc(Cl)cn23)cc(OC)c1OC | 26 | nt | -0.2 | -1 | -2.8
11 | O=C(Nc1ccc(F)cc1)C1CCN(S(=O)(=O)c2ccc3[nH]c(=O)oc3c2)CC1 | -6 | 1 | -2.0 | -2 | -2.7
12 | Cc1cccc(-c2nc3ccccc3c(=O)n2NC(=O)c2cccnc2Cl)c1 | 18 | 0 | -2.8 | -9 | -1.4
13 | CCOC(=O)C1CCN(c2ccc([N+](=O)[O-])cc2S(=O)(=O)N2CCOCC2)CC1 | 21 | -9 | -1.1 | -4 | 0.9
14 | O=C(CSc1nnc(-c2ccc(O)cc2)o1)Nc1ccccc1 | -5 | 0 | -0.2 | 2 | -3.2
15 | COc1cccc(-c2nn(-c3ccccc3)cc2CNC(C)Cn2cncn2)c1 (stereo unspecified) | 2 | 3 | -3.3 | -2 | -1.2

item | IDE act | NS3 helicase inh | FID counter | pCIP destab
1 | -4 | -4 | -1 | -16
2 | 6 | -2 | 7 | -3
3 | 0 | 11 | -16 | -8
4 | 1 | 4 | -13 | 8
5 | -2 | -11 | -29 | -4
6 | -3 | 3 | -1 | 13
7 | 0 | 2 | -3 | -3
8 | -1 | -68 | 36 | 2
9 | 3 | 18 | -23 | 9
10 | 0 | 4 | -33 | -9
11 | 6 | -6 | -1 | 6
12 | 5 | -13 | -7 | 3
13 | 0 | -1 | -25 | -1
14 | -6 | -7 | 3 | 9
15 | 3 | -5 | 9 | -16

Later entries:
item | Structure | UBC9 SUMO inh | IDE cell inh | VIM-2 inhibitor | M18AAP inhibitor | IMP-1 inh
16 | CCc1ccc(CNC(=O)c2ccc(NC(=O)C3=CSCCO3)cc2)cc1 | 2 | 0 | -4.3 | 4 | -1.4
17 | Cc1cc(NC(=O)NC2CC(=O)N(c3ccc4c(c3)OCCO4)C2)no1 (stereo unspecified) | -13 | 2 | -5.4 | -9 | -4.9
18 | C=CCn1c[n+](CC(=O)c2ccc(Br)s2)c2ccccc21 | 4 | 0 | -1.8 | -6 | -2.4
19 | CCn1nnnc1SCC(=O)Nc1ccc2c(c1)OCO2 | -1 | 2 | -2.0 | 2 | -2.9
20 | Cc1ccc(C)c(NC(=O)c2cc(S(=O)(=O)N3CCOCC3)cn2C)c1 | -2 | 0 | -2.6 | -5 | -5.3
21 | CSc1ccc(S(=O)(=O)N2CCC(C(=O)NCC3CCCO3)CC2)cc1 (stereo unspecified) | 14 | -2 | -0.2 | -1 | -0.4
22 | Cc1ccc(NC(=O)/C(=C/c2ccco2)c2ccccc2)c(C)c1 | 21 | -1 | -4.5 | -8 | -1.7
23 | COc1ccccc1OCC(=O)Nc1ccc2c(c1)OCO2 | 4 | 0 | -2.4 | 3 | -3.4
24 | CCOC(=O)C1=C(N)Oc2ccc3ccccc3c2C1c1ccc(O)cc1 (stereo unspecified) | 6 | 0 | -1.2 | -1 | -2.5
25 | CN1/C(=C\C(=O)c2cccnc2Cl)C(C)(C)c2ccccc21 | 13 | 3 | -2.2 | 3 | -1.1
26 | CCCN(C(=O)CCSc1ccc(F)cc1)c1c(N)n(Cc2ccccc2)c(=O)[nH]c1=O | 8 | 0 | 1.0 | -16 | 0.8
27 | CS(=O)(=O)c1ccc2nc(NC(=O)c3ccc(N4C(=O)CCC4=O)cc3)sc2c1 | 4 | -3 | -2.5 | -5 | -1.7
28 | COC(=O)c1cc(-c2ccc(Br)cc2)c2c(=O)[nH]c(=O)n(C)c2n1 | 31 | 3 | -3.0 | 1 | -3.3
29 | CCOC(=O)C1CCCN(CCC(C)c2ccccc2)C1 (stereo unspecified) | 23 | 5 | -2.9 | -6 | -3.1
30 | CCn1c(SCC(=O)N2CC(=O)Nc3ccccc32)nnc1-c1ccoc1C | 1 | 4 | 0.0 | 2 | -5.4

item | IDE act | NS3 helicase inh | FID counter | pCIP destab
16 | -2 | -11 | -30 | -13
17 | 7 | 3 | -10 | 7
18 | nt | -61 | 27 | -18
19 | 3 | -3 | 2 | 4
20 | 8 | -3 | -12 | -2
21 | 0 | -1 | -24 | 1
22 | 3 | -1 | -11 | 0
23 | 3 | 3 | -10 | -8
24 | 5 | -51 | -30 | -1
25 | -4 | 1 | -23 | -12
26 | 9 | 0 | -29 | 3
27 | nt | -6 | 1 | -14
28 | 3 | 4 | -13 | -12
29 | 1 | 7 | 12 | -15
30 | -3 | -4 | -9 | -6

Profiles from above. Order of values: UBC9 SUMO inh	IDE cell inh	VIM-2 inhibitor	M18AAP inhibitor	IMP-1 inh	IDE act	NS3 helicase inh	FID counter	pCIP destab
CSc1ccc(S(=O)(=O)N2CCC(C(=O)NCC3CCCO3)CC2)cc1 (stereo unspecified) as listed: 14	-2	-0.2	-1	-0.4	0	-1	-24	1
CCn1nnnc1SCC(=O)Nc1ccc2c(c1)OCO2 as listed: -1	2	-2.0	2	-2.9	3	-3	2	4
COC(=O)c1cc(-c2ccc(Br)cc2)c2c(=O)[nH]c(=O)n(C)c2n1 as listed: 31	3	-3.0	1	-3.3	3	4	-13	-12

The list continues:
item | Structure | UBC9 SUMO inh | IDE cell inh | VIM-2 inhibitor | M18AAP inhibitor | IMP-1 inh
31 | CC(C)n1c(SCC(=O)Nc2nc3c(s2)CCCC3)nc2c1c(=O)n(C)c(=O)n2C | -35 | 5 | -2.4 | 6 | -3.2
32 | CCOc1ccccc1CN1CCNC(=O)C1CC(=O)N(C)C1CCOCC1 (stereo unspecified) | 5 | 1 | -0.7 | 8 | -3.9
33 | COc1ccc2[nH]c3c(=S)nc[nH]c3c2c1 | 4 | 5 | -2.4 | 2 | -1.6
34 | COc1ccccc1C(=O)NCC1CCN(c2ccc(S(=O)(=O)N3CCOCC3)cc2)CC1 | 12 | 1 | -3.8 | -5 | -2.7
35 | CCn1nnnc1SCC(=O)N1CCCc2ccccc21 | -10 | 1 | -3.1 | -2 | -5.9
36 | O=C1c2ccccc2-c2onc3ccc(N4CCCC4)c1c23 | -52 | nt | 14* | 5 | 2.3
37 | COc1cc(OC)cc(C(=O)N2CCN(c3ccccn3)CC2)c1 | 4 | -1 | -2.3 | 0 | -3.0
38 | COc1ccc(Br)cc1CNC(=O)CCc1nc(-c2ccc(C)cc2)no1 | -4 | 3 | 1.3 | 6 | -0.8
39 | O=C(NCc1ccccc1F)C1CCN(S(=O)(=O)c2ccccc2)CC1 | -4 | 7 | -2.5 | -4 | -1.4
40 | CN(C)C(=O)N1CCC(C(=O)NCc2cccs2)CC1 | 10 | 5 | -1.0 | -4 | -1.3
41 | CC(C)(C)C(=O)NC(NC(=S)Nc1ccc(S(N)(=O)=O)cc1)C(Cl)(Cl)Cl (stereo unspecified) | -16 | -1 | 1.1 | 3 | 1.5
42 | C[C@H](NC(=O)c1ccccc1Cl)C(=O)NCCc1ccc(S(N)(=O)=O)cc1 | 15 | 0 | -1.9 | -5 | -2.5
43 | Cc1cc([N+](=O)[O-])nn1Cc1ccc(F)cc1 | -1 | nt | 1.1 | 14 | 1.6
44 | O=S(=O)(NCc1ccc(C(F)(F)F)cc1)c1ccc(-n2cnnn2)cc1 | 7 | 3 | -0.5 | 1 | -0.4
45 | O=C(C1=C(O)C(=O)N(CCc2ccccc2)C1c1ccncc1)c1cc2ccccc2o1 (stereo unspecified) | 22 | 4 | -2.4 | 1 | -2.6

item | IDE act | NS3 helicase inh | FID counter | pCIP destab
31 | -12 | 7 | 0 | 6
32 | 1 | 19 | -25 | 4
33 | -13 | -1 | 1 | -17
34 | -12 | -3 | -34 | 9
35 | 2 | 2 | -6 | -9
36 | -4 | 16 | 47* | -26
37 | 4 | 3 | -13 | 2
38 | 0 | 1 | -2 | -5
39 | -1 | 9 | -13 | -1
40 | 1 | 2 | -16 | -1
41 | 3 | -6 | 3 | 1
42 | -2 | -5 | -3 | -15
43 | -3 | -18 | 4 | -9
44 | 5 | 0 | -4 | -13
45 | 5 | 39* | -41 | -6

Additional records:
item | Structure | UBC9 SUMO inh | IDE cell inh | VIM-2 inhibitor | M18AAP inhibitor | IMP-1 inh
46 | O=C(NCc1ccco1)c1ccc(CS(=O)(=O)Cc2ccc(Cl)cc2)o1 | 6 | 0 | -2.7 | 6 | -1.1
47 | S=c1[nH]nc(Cc2cccs2)n1-c1cccc2ccccc12 | 10 | -1 | 1.5 | 26 | -5.6
48 | Cc1c(NC(=O)c2ccccc2)c(=O)n(-c2ccccc2)n1C | 13 | 5 | -0.9 | -12 | -1.3
49 | Cc1nc(-c2cc(-c3ccc(Cl)cc3)no2)cs1 | -4 | 4 | -0.7 | 2 | -3.9
50 | O=C(Cc1ccc2c(c1)CCCC2)Nc1ccc2ccccc2c1 | -3 | 11 | -0.6 | -7 | -0.9
51 | Cn1cnnc1Sc1ccc(C(=O)NCCC(c2ccccc2)c2ccccc2)cc1[N+](=O)[O-] | -20 | 1 | -0.1 | 1 | 0.8
52 | Nc1nc2nccc(-c3cccnc3)n2n1 | 6 | 5 | -4.8 | 9 | -3.0
53 | CCCN(Cc1cc2cc(C)ccc2[nH]c1=O)C(=O)c1cccc([N+](=O)[O-])c1 | 5 | 8 | -3.1 | -4 | -2.2

item | IDE act | NS3 helicase inh | FID counter | pCIP destab
46 | 0 | -3 | -8 | -5
47 | -13 | -8 | -20 | -12
48 | 4 | -3 | 0 | -4
49 | 5 | 2 | -3 | -6
50 | 0 | 2 | -4 | 7
51 | -6 | -16 | -10 | -4
52 | 6 | -3 | 1 | 11
53 | 4 | -2 | -5 | 2

From PubChem BioAssay

Rows are unselected; any-hit rate near 3.6%.
